# Source: PubChem BioAssay
# NF-kB neuron act: compounds increasing NF-kB expression in human neuronal cells. NF-kB reporter expression; hits give high values. fold change at 12.5 µM. hit rate 1.6% among 190,000. AID 1239; in the data active = fold change above about 3.3
# Efa HMGR inh: E. faecalis class II HMG-CoA reductase inhibition. purified E. faecalis HMGR, NADPH absorbance 340 nm kinetic. inhibition, % at 10 µM. hit rate 0.41% among 190,000. AID 1066;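 active = inhibition above a set limit, the median over all tested compounds plus 3 SD, cut at about 9.5% in these data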;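 note: enzyme runs in reverse so mevalonate oxidation gives rising NADPH absorbance; 0% = complete reaction with DMSO and 100% = background rate lacking mevalonate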
# APP 5UTR inh: APP translation inhibition. AID 1285. SH-SY5Y APP 5'UTR-luciferase reporter, luminescence. hit rate 0.82% among 190,000. inhibition, % at 2 µM;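 active = inhibition above a set limit, derived from the sample mean plus 3 SD, cut at about 45% in these data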; note: values of inactives mirror those of a sister screen read the other way
# STAT1 activator: increases IFN-gamma driven STAT1 reporter signal; hit rate 2.6% among 200,000; NIH 3T3 STAT1-luciferase reporter, luminescence; 100% = IFN-gamma alone, no compound; activation (% of control), % at 5.5 µM; AID 932;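 active = activation above the screen-wide mean activation plus 3 SD, cut at about 130% in these data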;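 note: raw ratio to IFN-gamma control signal so 100% means no change and 0% no light; values of inactives mirror those of a sister screen read the other way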
# Redox H2O2 prof: compounds producing H2O2 with reducing agent – biochemical, NIH compound library profiling, artefact control for MLSCN library redox annotation, primary screen | AID 878 | DTT-dependent redox cycling H2O2, phenol red/HRP absorbance; 100% = 100 µM peroxide control, 0% = buffer | hit rate 0.03% among 200,000 | activation, % at 10 µM;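 active = activation of at least 50% relative to the plate's high and low controls in the primary single-dose screen; inactive = activation below 50%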;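 note: compound incubated with DTT at 0.8 mM final as the reducing agent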
# FLuc stim CS: affects firefly luciferase, flagging false hits in luciferase stimulation screens | P08659 | ATPlite luciferase biochemical, luminescence, 10 min; 0 = ATP-free wells, 1 = DMSO control | activation factor at 10 µM | 200,000 tested, under 10 active | AID 1027;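 active = luciferase activation factor, scaled between plate controls, of at least 2 with compound at 10 µM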
# Target sequence (P08659 whole entry, looked up): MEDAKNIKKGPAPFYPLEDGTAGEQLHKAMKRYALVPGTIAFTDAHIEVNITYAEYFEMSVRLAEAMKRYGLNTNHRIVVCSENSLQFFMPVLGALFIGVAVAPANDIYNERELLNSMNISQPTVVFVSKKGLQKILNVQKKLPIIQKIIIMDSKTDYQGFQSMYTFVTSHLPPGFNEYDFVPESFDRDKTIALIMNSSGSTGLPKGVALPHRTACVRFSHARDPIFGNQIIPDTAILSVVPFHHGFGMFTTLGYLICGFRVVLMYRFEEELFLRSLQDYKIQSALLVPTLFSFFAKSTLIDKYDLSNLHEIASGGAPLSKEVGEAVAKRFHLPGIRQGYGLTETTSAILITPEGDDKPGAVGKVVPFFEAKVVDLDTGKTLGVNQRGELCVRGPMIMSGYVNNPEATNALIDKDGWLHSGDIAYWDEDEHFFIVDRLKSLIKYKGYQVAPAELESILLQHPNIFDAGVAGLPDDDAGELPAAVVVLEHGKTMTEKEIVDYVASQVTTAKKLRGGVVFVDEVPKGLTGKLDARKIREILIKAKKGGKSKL
#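 assay system = Luciferase/luciferin detection reagent, cell-free biochemical luciferase assay | also added = ATP substrate | times = 10 min post-reagent at room temperature | measured by = luminescence from luciferase reaction | measure = luciferase activation, seen as luminescence increase over controls | benchmarks = low control with PBS replacing ATP, high control enzyme plus ATP without compound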
# APP 5'UTR act: APP 5'UTR luciferase reporter activation. SH-SY5Y APP 5'UTR luciferase reporter, luminescence; zero percent = DMSO vehicle wells. activation, % at 2 µM. hit rate 1% among 190,000. AID 1276;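 active = activation above a set limit, based on mean plus 3 SD of controls, cut at about 140% in these data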; note: values of inactives mirror those of a sister screen read the other way
# FLuc inh counter: Photinus pyralis luciferase inhibition counter-screen | ATPLite firefly luciferase biochemical luminescence, 10 min | inhibition, % at 10 µM | hit rate 1.5% among 200,000;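 active = inhibition above about 50% when tested at 10 µM, limit read from the data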
# Hsp70 activator: switches on Hsp70 transcription. AID 1203. HeLa Hsp70 promoter luciferase reporter, luminescence; scaled: vehicle 0, proteasome-inhibitor control 100%. hit rate 0.04% among 200,000. activation, % at 10 µM;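 active = activation above the mean across all tested compounds plus 3 SD, cutoff set per campaign, cut at about 5.5% in these data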;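 note: 100% = MG132 at 30 µM as the positive control and 0% = DMSO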
# G6PDH counter: counter-screen for G6PDH assay hits: L. mesenteroides G6PDH inhibition; Purified L. mesenteroides G6PDH, diaphorase/resazurin coupled fluorescence, 45 min; hit rate 0.12% among 200,000; inhibition, % at 5 µM; in the data active = inhibition above about 50%
# The depositor's hits bear a star; x = no result given.
SMILES,NF-kB neuron act,Efa HMGR inh,APP 5UTR inh,STAT1 activator,Redox H2O2 prof,FLuc stim CS,APP 5'UTR act,FLuc inh counter,Hsp70 activator,G6PDH counter
Fc1cccc(CN2CCCCCCC2)c1,1.2,-7,-56,104,0.1,1,94,1,1.1,5
Cc1ccc(C)c(N(CC(=O)NC2CCCC2)C(=O)c2cc3cc4cccc(C)c4nc3s2)c1,1,-2,13,103,2.5,1.1,-13,-7,-0.1,-1
CN(C)CCN1C(=O)NC(C)(c2ccc([N+](=O)[O-])cc2)C1=O (centres undefined),0.94,-5,2,102,-0.3,1,-2,-2,-0.4,14
C#CCOC(=O)CCC(=O)Nc1cc(OC)nc(OC)n1,1.1,-1,-5,102,-0.3,1.1,5,-6,0.0,0
CC(C)N1CSC(=S)N(Cc2ccccc2)C1,2.8,2,-32,99,1.0,1,32,-3,-0.2,15
S=C(Nc1ccc2nsnc2c1)NC1CCCCC1,2,-1,-15,122,-0.9,0.9,15,12,0.2,56*
CC(C1CC1)N(Cc1ccccc1)C(=O)NC(=O)c1ccccc1 (centres undefined),1.1,-4,-10,95,-0.1,1.1,10,-8,-0.2,-4
Cc1cc(/C=C2/NC(=O)N(c3ccccc3)C2=O)c(C)n1C(C)C,1.3,-1,-62,129*,-0.2,0.7,62,26,-0.3,5
COc1ccccc1OCCCCCCN1CCOCC1,0.98,2,8,102,-0.7,1.1,-8,-6,-0.1,4
CCN(CC)/C(Sc1ccccc1)=C(/C(Cl)=C(Cl)Cl)[N+](=O)[O-],1.3,-6,1,98,-0.6,1,-1,-4,-0.3,12
O=C(CCSc1nnc2ccccn12)Nc1ccc2c(c1)OCO2,2.2,-4,-25,119,-0.1,1,25,-3,0.0,-4
O=C(N/N=C/c1ccco1)c1ccncc1,0.98,-4,x,98,3.6,1,x,1,-0.1,4
COc1ccc(NC(=O)c2ccco2)cc1NC(=O)c1c(F)c(F)c(OC)c(F)c1F,1.2,-2,-13,100,-1.2,1,13,-1,-0.4,-28
COc1cc(/C=N/Nc2ccccc2)ccc1OC(=O)c1cccs1,1.6,x,-5,99,0.7,1,5,-2,-0.3,-7
O=C(CSC1=NC(=O)C(c2ccccc2)C(=O)N1)Nc1ccccc1Cl (centres undefined),0.86,-2,-6,91,0.2,1,6,-2,-0.5,4
CC1CCN(CCCNC(=O)c2coc3nc4ccccc4nc23)CC1,1.3,1,-1,104,2.9,1.1,1,-7,-0.4,-23
O=C(CCCCCn1c(=S)[nH]c2cc3c(cc2c1=O)OCO3)N1CCN(Cc2ccccc2)CC1,1.9,-7,-19,94,2.5,1,19,-1,-0.1,-43
CCCNC(=O)c1cc2cc([N+](=O)[O-])ccc2s1,1.1,-1,-1,107,-0.6,1,1,0,-0.1,-2
COc1ccc(C(C)(C)C)cc1NC(=O)C1CC=CCC1C(=O)O (centres undefined),0.97,-1,-2,100,-0.1,1.1,2,-8,-0.1,1
O=C(c1ccccc1)N(Cc1ccc(F)cc1)Cc1nc2ccccc2c(=O)[nH]1,0.5,-2,-4,95,-0.3,1.1,4,-7,-0.5,6
O=C(c1cnc(N2CCN(c3ccccn3)CC2)c2ccccc12)N1CCN(c2cccc(Cl)c2)CC1,0.41,0,17,83,0.5,1,-17,0,-0.3,2
COc1ccc(C(=O)Oc2ccc(C(=S)N3CCOCC3)cc2)cc1,0.95,-1,6,105,-0.1,1,-7,0,-0.2,11
CCOC(=O)Cc1c(C)nc2c(C#N)c[nH]n2c1=O,0.94,-6,-14,108,12,1,14,-4,-0.3,10
CC(C)Cc1nc(NCCN2CCOCC2)c(C#N)c2c1COC(C)(C)C2,0.96,-2,-9,102,-3.0,1,9,-3,-0.1,1
Cc1c(C(=O)N2CCC(C)CC2)sc2ncnc(N3CCN(c4ccccc4)CC3)c12,1.1,-1,5,98,-3.8,1.1,-5,-6,-0.2,-18
CC1CN(CCCOc2ccccc2[N+](=O)[O-])CC(C)O1 (centres undefined),1.1,-14,1,100,-0.4,1,-1,-5,-0.1,6
CC(C)(C)C1CCC2(CC1)SCC(=O)N2c1ccccc1 (centres undefined),1,-3,-2,102,1.4,0.9,2,9,-0.2,16
CCCCc1ccc(C2C(C#N)=C(N)SC(N)=C2C#N)s1,1,-5,-6,101,0.8,1,6,4,0.0,16
COc1cccc(Nc2nnc(SCN3C(=O)c4ccccc4C3=O)s2)c1,0.93,-8,-25,94,1.5,1,25,1,-0.2,-10
Cc1ccccc1C(=O)NNC(=O)c1ccc(F)cc1,1.2,-4,-8,111,-4.5,1,8,0,0.1,3
COc1ccc(C(=O)N2CCN(c3ccc([N+](=O)[O-])c(-n4nc(C)cc4C)c3)CC2)cc1,1.1,2,3,101,-0.8,1.1,-3,-9,-0.1,-6
O=c1[nH]c(Nc2ccccc2)cc2ccccc12,1.2,-3,1,112,-1.0,0.9,-1,11,-0.1,55*
COc1cccc(-n2c(Cc3cc(=O)[nH]c(=O)[nH]3)nnc2SCC(=O)N2CCCC2)c1,0.84,2,0,100,-0.7,1,0,-5,-0.1,-1
CCCCN(CC)CCCNC(=O)C1CCN(c2ncnc3c2sc2cccc(F)c23)CC1,1.1,-3,-5,99,-0.4,1,5,-1,-0.5,7
COc1ccc(NC(C)=O)cc1NC(=O)c1cccc(C(F)(F)F)c1,1,-1,-15,92,-2.6,1,15,-4,-0.3,1
CC(=O)Nc1ccc(S(=O)(=O)N(C)CC(=O)N/N=C/c2cccc(O)c2)cc1,1,4,12,95,0.1,1,-12,-1,-0.3,3

# Shown as a hit in STAT1 activator, of those listed so far:
compound	NF-kB neuron act	Efa HMGR inh	APP 5UTR inh	STAT1 activator	Redox H2O2 prof	FLuc stim CS	APP 5'UTR act	Hsp70 activator
Cc1cc(/C=C2/NC(=O)N(c3ccccc3)C2=O)c(C)n1C(C)C	1.3	-1	-62	129*	-0.2	0.7	62	-0.3

# Additional structures follow:
SMILES,NF-kB neuron act,Efa HMGR inh,APP 5UTR inh,STAT1 activator,Redox H2O2 prof,FLuc stim CS,APP 5'UTR act,FLuc inh counter,Hsp70 activator,G6PDH counter
CC(C)OCCCNC(=O)c1ccc(Br)cc1,1.6,1,-8,115,2.0,1,8,1,-0.1,3
CCC(C)(C)NC(=O)CN(C(=O)CNS(=O)(=O)c1ccccc1)c1ccccc1,0.88,2,7,100,-0.2,1.1,-7,-8,-0.1,0
COc1ccc(C2C(C(=O)N3CCN(C)CC3)c3ccccc3C(=O)N2C2CCCCC2)cc1 (centres undefined),1.1,2,0,107,2.3,1,0,2,-0.1,5
CCCCOC(=O)C1=C(C)Nc2nnnn2C1c1ccc(OC)c(OC)c1OC (centres undefined),1.2,-3,-12,98,-1.1,1.1,12,-8,0.2,5
O=C1CSC(c2cccc([N+](=O)[O-])c2)N1CCN1CCCCC1 (centres undefined),1.1,0,-7,106,-0.4,1,7,-1,-0.3,-1
Cc1cccc(N2CCN(C(=O)c3ccoc3C)CC2)c1C,1,0,-9,101,0.1,1,9,1,0.0,0
COCCCNC(=O)CN(CCc1ccccc1)S(=O)(=O)c1ccc(OC)cc1,1.2,-4,20,98,-0.1,1,-20,-4,-0.1,6
O=C(NCCCN1CCOCC1)c1ccc(CSc2ccc(Cl)cc2)cc1,1,-7,19,94,-0.2,1,-19,-4,-0.1,1
CCOC(=O)CNC(=O)CNC(=O)c1nn(-c2ccc(OC)c(Cl)c2)c(=O)c2ccccc12,0.88,-3,-1,106,-0.3,1.1,1,-5,-0.1,5
Cc1cccc(C)c1OCC(=O)NCC1CCCO1 (centres undefined),1.1,-6,15,104,-0.6,1,-15,4,0.1,9
O=C(Nc1nc2ccc(S(=O)(=O)N3CCOCC3)cc2s1)c1cccs1,2,-7,-6,102,5.5,0.9,6,12,0.1,17
N#CCCn1nc(-c2ccc(Br)cc2)cc1Nc1ccccc1NC(=O)C(F)(F)F,0.94,2,-5,92,x,1,5,-4,-0.2,-5

# An excerpt from above, showing only FLuc stim CS, Efa HMGR inh and G6PDH counter.
canonical_smiles	FLuc stim CS	Efa HMGR inh	G6PDH counter
Cc1cccc(N2CCN(C(=O)c3ccoc3C)CC2)c1C	1	0	0
COCCCNC(=O)CN(CCc1ccccc1)S(=O)(=O)c1ccc(OC)cc1	1	-4	6

# Going on with the list:
SMILES,NF-kB neuron act,Efa HMGR inh,APP 5UTR inh,STAT1 activator,Redox H2O2 prof,FLuc stim CS,APP 5'UTR act,FLuc inh counter,Hsp70 activator,G6PDH counter
COc1ccc(S(=O)(=O)Cc2ccc(C(=O)NC3CCCC3)o2)cc1,0.96,-7,10,99,0.4,1.1,-10,-7,-0.3,2
N/C(=N\OC(=O)COc1ccccc1)c1ccccn1,2.1,-4,-52,126,-0.4,1,51,4,0.4,-6
Cc1ccc(CC(=O)NCC(C)C)cc1,1.1,-3,1,94,2.8,1,-1,2,-0.3,7
Cc1ccc(-n2c(Cn3nc(C(F)F)cc3C(F)F)n[nH]c2=S)cc1,1.1,-2,7,100,-1.8,1.1,-7,-7,0.2,5
O=C(CCN1C(=O)COc2ccccc21)NCCN1CCN(c2ccccc2F)CC1,0.92,-2,-5,100,2.0,1.1,5,-5,0.1,12
CC(C)CCN1CCN(Cc2cccs2)CC1CCO (centres undefined),1.5,-3,-16,104,0.0,1,16,-4,-0.2,16
Cc1cccc(/C=N/NC(=O)c2cc(-c3cccnc3)nc3ccccc23)c1,1,-5,5,84,0.1,1,-5,-3,0.4,1
CC(OC(=O)c1cc2c(ccc3ccccc32)oc1=O)c1nc2ccccc2s1 (centres undefined),1.1,-5,-22,99,0.3,1,22,2,-0.1,-35
Cc1ccc(C(Sc2ccccc2)C(Cn2cncn2)C(=O)c2ccccc2)cc1 (centres undefined),1.5,-11,-2,100,-19,1,2,1,0.1,0
CCN(C(=O)C1CCN(S(=O)(=O)c2ccc3c(c2)oc(=O)n3C)CC1)c1cccc(C)c1,0.58,4,13,101,0.1,1.1,-13,-5,0.0,5
CCc1ccccc1N1CSC2=C(C#N)C(c3ccccc3F)CC(=O)N2C1 (centres undefined),1.4,-9,2,105,-0.6,1,-2,-2,0.0,12
CCCSc1nnc(CSc2nc(C)cc(C)n2)n1C,x,-2,-6,99,-0.9,1.1,7,-5,-0.3,7
CC1(C)CC(=O)N(CC(=O)O)c2ccccc2S1(=O)=O,1.1,2,17,93,-0.1,1,-17,2,-0.3,22
CCN1C(=O)c2ccc(C(=O)Nc3ncc(C)s3)cc2C1=O,1.8,-1,-2,114,-0.7,0.1,2,86*,0.3,2
CN(Cc1ccccc1)C(NC(=O)c1ccco1)C(Cl)(Cl)Cl (centres undefined),x,-3,11,107,-0.5,1.1,-11,-9,0.1,5
COc1cccc(OC)c1OCCCCN1CCC(Cc2ccccc2)CC1,0.98,-4,-8,99,-0.6,1,8,-4,-0.3,7
Cc1ccc(NC(=S)Nc2cccc3cnccc23)c(C)c1,1.5,0,-18,95,-0.1,1.1,19,-5,0.1,16
O=C(c1ccco1)N1CCN(C(c2ccccc2Cl)c2nnnn2Cc2ccco2)CC1 (centres undefined),1.1,-7,-2,99,0.3,1.1,2,-7,-0.2,6
O=C(NCCN1CCOCC1)c1ccc(CSCc2cccc(Cl)c2)o1,1.1,-5,-22,100,-1.1,1,22,-2,-0.3,5
